# TRPV1 agonist – agonists of human vanilloid receptor 1 (TRPV1); TRPV1-expressing cells, Fluo-8 calcium influx, agonist mode; activation, % at 8.33 µM; actives 0.19% (n = 320,000); AID 540275; in the data active = activation above about 80%; inconclusive = between about 30% and that limit; also: 0% is about no effect
#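 Cells expressing TRPV1 were dye-loaded with Fluo-8 and read kinetically: 10 s baseline, 3 min after compound (agonist portion), then 2 min after EC20 capsaicin (allosteric enhancer portion). Calcium-bound dye fluorescence at 480/520 nm.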
# FBPA coupling cs – coupling enzyme interference in Giardia aldolase counter-screen. coupling enzyme system counterscreen, AmpLite Red fluorescence. activity change, negative = inhibition, % at 58.2 µM, hits read low. actives 0.67% (n = 290,000). AID 2472; in the data active = activity change below about -30%; also: % is scaled to controls: 0 for no effect and ±100 for the full control effect
#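 Counterscreen of the coupled detection system alone, without aldolase: glyceraldehyde-3-phosphate coupling enzymes plus AmpLite Red readout. Compounds at 57.5 uM final, 10 min RT preincubation, 20 min RT reaction, fluorescence 525/598 nm.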
# A-T KAP1 phos – potential ataxia-telangiectasia treatment; […] A-T fibroblasts, KAP-1 phosphorylation AlphaLISA; neocarzinostatin DNA damage 30 min before lysis; actives 0.19% (n = 320,000); Potency, µM (highest dose often 57.5 µM), for inactives: at the highest dose activation, most hits filed as activators; also: potency is read from the fitted curve at half-maximal effect; % of control where 0% means no effect; nearly all actives have a fitted effect of over 45% in size
#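 ATM-like activity read as KAP-1 phosphorylation via AlphaLISA donor/acceptor antibody pairs after lysis and 6 hr at 25C. Cells were ATM-null patient fibroblasts ([…], hTERT), dosed 60 min, then exposed to the DSB inducer NCS for 30 min.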
# S-ASM inh – human S-ASM enzyme inhibition; actives 0.006% (n = 340,000); P17405; placental ASM, HMU-PC fluorogenic substrate, 60 min; AID 504937; Potency, µM (titrated, usually from 57.5 µM), without a hit: at the highest dose activity change, negative = inhibition, most hits filed as inhibitors; also: potency is read from the fitted curve at half-maximal effect
#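 HMU-PC0 cleavage (9 uM final) by human placental ASM, 60 min at 37 °C following 10 min compound exposure at RT; stopped at pH 10, fluorescence Ex 386/Em 447 nm.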
# a7 integrin act – activators of alpha7 integrin expression for muscular dystrophy. alpha7betagal myoblasts, beta-gal FDG fluorescence, 48 h. Potency, µM (titrated, usually from 38.3 µM), inactives show at the top dose activation, usual class: activators. actives 0.064% (n = 350,000). AID 624291;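 also: potency is read from the fitted curve at half-maximal effect; 100% = response of the positive control SU9516; nearly all actives have a fitted effect of over 60% in size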
#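 Alpha7betagal+/- myoblasts (passage 13) were plated 16-24 hr, then exposed to compounds (1:260 dilution of DMSO stock) for 48 hours at 37C. After MPER lysis, β-galactosidase reporter activity was read as FDG fluorescence (ex 480/em 540) after 30 minutes.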
# MLL CXXC-DNA inh – MLL CXXC-DNA interaction inhibition; Q03164; MLL-CXXC / FITC-HOXA9 DNA fluorescence polarization; Potency, µM (highest dose often 115 µM), for the others: at the top dose activity change, negative = inhibition, hits mostly inhibitors; actives 0.037% (n = 290,000); active = well fitted inhibition curve with a large enough effect in the polarisation, with a control signal flat, not every such curve was filed as active; inconclusive = small, poorly fitted or top-dose-only effect, or effect the other way, or a change in a side signal; inactive = no such curve, though single readings can be large or run the other way; the % refers to the polarisation; also: potency is read from the fitted curve at half-maximal effect
#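 Fluorescence polarization: 7 uM MLL-CXXC (stock) preincubated 5 min with compounds, then 50 nM fluorescein-HOX-A9 DNA (stock) added; 30 min ambient. Buffer 50 mM Tris-HCl pH 7.5, 50 mM NaCl, 1 mM DTT, 0.05% BSA.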
# GALK inh – galactokinase (human) inhibition; Purified GALK, Kinase-Glo residual ATP luminescence; Potency, µM (top dose mostly 57.5 µM), for the others: top-dose activity change, negative = inhibition, usual class: inhibitors; actives 0.007% (n = 270,000); AID 1868; also: potency is read from the fitted curve at half-maximal effect; % is scaled to controls: 0 for no effect and ±100 for the full control effect
#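 Luminescence from leftover ATP (Ultra-Glo luciferase/luciferin) served as read-out after a 1 h room-temperature reaction of 5 nM GALK with 35 uM ATP and 100 uM galactose.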
# KCNH2 3.1 inh – blocks the human KCNH2 3.1 channel isoform; U2OS KCNH2 3.1, thallium flux FluxOr; hits give low values; activity change, % (tested at about 1.8 µM); actives 0.95% (n = 340,000); AID 720553;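 active = maximum activity change below -70%; inconclusive = maximum activity change from -70% to -50%; inactive = maximum activity change above -50%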;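 also: thallium influx rate constant from kinetic fluorescence after stimulation buffer; % is scaled to controls: 0 for no effect and ±100 for the full control effect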
#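 Thallium flux via FluxOr fluorescence (Red40 quencher, 45 min loading) in U2OS cells virally expressing the KCNH2 3.1 isoform (1.77 x 10^8 /mL virus, overnight at 37 C). Rate constants from 2-min kinetic reads post-stimulation, normalised to positive and negative controls.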
# MBNL1-CUG inh – MBNL1-poly(CUG) RNA binding inhibition; actives 0.036% (n = 280,000); Q9NR56; Potency, µM (titrated, usually from 57.5 µM), without a hit: at the top dose activity change, negative = inhibition, usual class: inhibitors; TR-FRET MBNL1-His/biotin-(CUG)12 binding, 665/545 ratio; active = well fitted inhibition curve with a large enough effect in the signal ratio, with a control signal flat, not every such curve was filed as active; inconclusive = small, poorly fitted or top-dose-only effect, or effect the other way, or a change in a side signal; inactive = no such curve, though single readings can be large or run the other way; the % refers to the signal ratio; also: potency is read from the fitted curve at half-maximal effect; % is scaled to controls: 0 for no effect and ±100 for the full control effect
#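 His-tagged MBNL1 binding to biotinylated (CUG)12 RNA was measured by TR-FRET using terbium anti-His antibody (0.055 ng/ul final) and streptavidin-XL665 (5 nM final). Compounds were titrated 92 nM to 58 uM; 60 min at room temperature.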
# KCNH2 WT inh – inhibitors of human wildtype KCNH2 potassium channel; U2OS, BacMam KCNH2, thallium flux FluxOr; hits give low values; activity change, % at 1.84 µM; Q12809; actives 0.37% (n = 340,000);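 active = maximum activity change below -70%; inconclusive = maximum activity change between -70% and -50%; inactive = maximum activity change above -50%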; also: % is scaled to controls: 0 for no effect and ±100 for the full control effect
# Target sequence (Q12809 whole entry, looked up): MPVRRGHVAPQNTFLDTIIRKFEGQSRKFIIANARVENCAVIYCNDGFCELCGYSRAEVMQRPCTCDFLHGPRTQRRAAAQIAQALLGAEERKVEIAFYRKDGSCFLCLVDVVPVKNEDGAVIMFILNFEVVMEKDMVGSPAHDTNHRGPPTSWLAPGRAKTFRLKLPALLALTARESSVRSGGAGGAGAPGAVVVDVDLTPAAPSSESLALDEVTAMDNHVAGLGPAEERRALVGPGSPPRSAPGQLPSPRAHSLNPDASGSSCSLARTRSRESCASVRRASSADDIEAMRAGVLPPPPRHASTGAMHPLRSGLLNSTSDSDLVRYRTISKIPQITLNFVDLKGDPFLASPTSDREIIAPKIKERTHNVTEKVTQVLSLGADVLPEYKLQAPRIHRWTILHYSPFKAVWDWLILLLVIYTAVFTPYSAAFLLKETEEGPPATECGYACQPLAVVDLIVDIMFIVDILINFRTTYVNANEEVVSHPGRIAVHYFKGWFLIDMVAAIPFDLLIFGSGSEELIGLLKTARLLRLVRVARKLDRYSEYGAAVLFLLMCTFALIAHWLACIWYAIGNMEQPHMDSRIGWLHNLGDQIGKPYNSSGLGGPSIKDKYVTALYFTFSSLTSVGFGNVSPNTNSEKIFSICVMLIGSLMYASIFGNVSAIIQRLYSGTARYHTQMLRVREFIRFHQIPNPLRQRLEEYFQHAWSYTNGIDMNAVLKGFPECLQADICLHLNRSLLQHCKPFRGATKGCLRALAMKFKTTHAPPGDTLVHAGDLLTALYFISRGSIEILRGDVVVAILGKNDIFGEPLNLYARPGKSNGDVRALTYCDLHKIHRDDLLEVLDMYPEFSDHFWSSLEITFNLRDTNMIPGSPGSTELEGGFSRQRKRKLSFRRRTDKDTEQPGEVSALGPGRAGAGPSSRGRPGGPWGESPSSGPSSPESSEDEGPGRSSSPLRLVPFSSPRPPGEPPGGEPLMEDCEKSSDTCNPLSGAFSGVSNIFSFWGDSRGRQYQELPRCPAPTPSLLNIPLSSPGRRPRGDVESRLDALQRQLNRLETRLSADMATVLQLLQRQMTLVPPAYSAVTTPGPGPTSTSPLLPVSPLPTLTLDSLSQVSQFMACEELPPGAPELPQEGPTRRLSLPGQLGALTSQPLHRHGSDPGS
#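 U2OS cells were transduced with wild-type KCNH2 virus (2.03 x 10^8 / mL) for 4 h at room temperature, then cultured overnight at 37 C. Thallium flux was read with FluxOr dye. Rate constants were normalized to DMSO controls.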
# Numbers without * were called inactive; ? = inconclusive; · = no result given; & = joins results of further samples; [ ] = dose if it differs, or a comment. Unless noted, calls follow the shape of the dose curve; as a rule, active = well fitted curve in the direction sought with a large enough effect; inconclusive = small, poorly fitted or top-dose-only effect, or another doubt; inactive = no such curve, though single readings can be large; an effect the other way counts as inactive or inconclusive. Compounds as they come. Share with any hit: about 2%.
SMILES,TRPV1 agonist,FBPA coupling cs,A-T KAP1 phos,S-ASM inh,a7 integrin act,MLL CXXC-DNA inh,GALK inh,KCNH2 3.1 inh,MBNL1-CUG inh,KCNH2 WT inh
COc1ccc(CCNC(=S)N2CCC(C(N)=O)CC2)cc1,?,3,-1%,-4%,28%,-3%,5%,2,-12%,-12
O=C(Nc1cc2c(cc1Cl)OCCCO2)c1ccc(F)cc1,?,1,-5%,3%,18%,7%,2%,-18,-6%,-7
O=C(c1ccccc1Br)N1CCCC(c2nc(-c3cccs3)no2)C1 (configuration not stated),6,1,11%,-5%,0%,1%,3%,-11,0%,-3
COc1cccc(N/C=C/C(=O)c2ccc(Br)cc2)c1,·,·,·,27%,3%,·,·,-18,·,-8
CCCCn1c(N)c(N(CC)C(=O)CCc2ccccc2)c(=O)[nH]c1=O,2,3,1%,3%,0%,7%,1%,2,·,1
Cc1c(C(=O)Oc2cc(N)n(S(C)(=O)=O)n2)cccc1[N+](=O)[O-],0,5,3%,1%,4%,23%,4%,-5,-3%,-8
Cc1ccc(S(=O)(=O)NCc2ccc3c(c2)cc(C)n3C)cc1,4,-2,4%,-2%,-24%,-2%,0%,0,11%,-14
CCc1ccc(S(=O)(=O)Nc2cccc(C3OCCCO3)c2)cc1,5,0,2%,-3%,-13%,10%,3%,2,1%,1
Cc1[nH]c2ccccc2c1SCc1nnc(SCc2ccccc2)n1C,21,5,7%,-5%,-7%,10%,·,-10,0%,-33
c1ccc(NCc2cccnc2)cc1,4,2,1%,3%,17%,6%,0%,15,-4%,4
O=C(NCC(F)(F)F)Nc1ccccn1,0,0,2%,-4%,5%[7.66 µM],-10%,1%,5,2%,-3
CCOC(=O)c1c(C)[nH]c(C)c1C(=O)COC(=O)c1cccnc1SC,3,·,12%,-3%,-23%,·,·,14,·,-5
Fc1ccc(N2CCN(Cc3cnc(Oc4ccc(Br)cc4)s3)CC2)cc1,1,-2,7%,-3%,3%,8%,-1%,-5,2%,7
COc1cccc(/C=N/Nc2nc(C)cc(=O)[nH]2)c1OC,-6,0,14%,-2%,14%,0%,4%,12,11%,1
COc1ccc(CC(=O)NNc2ncnc3c2cnn3Cc2ccccc2)cc1OC,·,5,-6%,3%,-24%,24%,2%,-2,·,-3
O=c1cc(CCl)nc2scc(-c3ccccc3)n12,0,0,6%,-2%,-52%[inhibitor],-2%,·,1,1%,0
Cc1c(/C=C/C(=O)c2ccccc2O)cnn1C,16,3,10%,-2%,-3%,13%,4%,0,7%,3
CC1=C(C(=O)Nc2ccccc2C(=O)N2CCC(C)CC2)SCCO1,2,·,-6%,0%,8%,29%,-6%,23,22%,3
NC1=NC[C@H](c2ccccc2)N1CC1CCCCC1,·,·,·,-6%,5%,·,·,8,·,-12
Cc1c(CCC(=O)O)c(=O)oc2cc3oc4c(c3cc12)CCCC4,3,2,6%,108%[activator],17%,-3%,1%,13,10%,3
CCC(C)c1ccc(NC(=S)NCc2ccccn2)cc1 (configuration not stated),?,3,-6%,4%,-18%,-14%,3%,12,5%,-2
CCCN(CCC)S(=O)(=O)c1cc2c3c(c1)CCN3C(=O)CC2,-1,0,-1%,0%,-28%,7%,-4%,9,2%,10
Cc1[nH]c2ccc(C(=O)OC(C)C(=O)N(C)C3CCCCC3)cc2c1C (configuration not stated),5,·,-4%,0%,-33%,·,·,16,·,9
O=C(c1ccc2c(c1)OCCO2)N1CCN(Cc2ccccc2)CC1,12,3,-3%,-1%,-18%,-8%,-3%,0,-2%,-11
CCOC(=O)CSc1nnc(CNc2cccc(Cl)c2)n1-c1ccccc1,7,0,5%,-1%,15%,-4%,-1%,-8,7%,1
OCCCCCN=c1cc(-c2ccccc2)oc2ccc(Cl)cc12,?,0,4%,-1%,-33%,?,·,-18,?,-10
CCOC(=O)c1cc(-c2ccccc2C)nn1Cc1cc(CC)no1,4,·,34%,-1%,6%,·,·,6,·,5
C=C1CCN(C(C(=O)OC)C(C)C)S(=O)(=O)c2ccc(F)cc21 (configuration not stated),5,0&-8,-3%,-3%,15%,4%,0%,14,-6%,-3
Cc1ccc(S(=O)(=O)N2CCN(CC(O)COc3ccccc3)CC2)cc1 (configuration not stated),0,0,2%,4%,17%,8%,8%,18,-8%,-10
O=S(=O)(Nc1ccc2c(c1)OCCO2)c1ccc2oc3ccccc3c2c1,1,2,5%,-24%,-49%[inhibitor],24%,0%,6,-1%,-3
CC(C)OCCCN1CC(=O)N2C(c3cccc([N+](=O)[O-])c3)c3[nH]c4ccccc4c3C[C@H]2C1=O (some centres not stated),1,-2,-1%,-17%,-14%,-3%,1%,-18,?,2
Cc1ccsc1/C=N/Nc1nc2ccccc2[nH]1,9,-3,0%,12%,-21%,-4%,2%,8,10%,-5
COCCN(CC(=O)Nc1cccc(C)c1C)C(=O)C1CCN(S(=O)(=O)c2ccccc2)CC1,·,·,·,2%,?,·,·,-2,·,-31
CCn1nc(C(=O)Nc2cccc(C(F)(F)F)c2)c(Cl)c1Cl,?,4,1%,1%,24%,8%,-1%,-1,-4%,-6
Nc1cc(S(=O)(=O)N2CCOCC2)ccc1Oc1cccc(Br)c1,6,·,4%,-1%,-12%,·,·,1,·,-18
Cn1c(/C=C/c2ccccc2)nc2ccccc21,24,-10,1%,390%[activator],-6%,41%[activator],24%,-5,11%,0
O=C(NC(=S)Nc1ccc(CN2CCOCC2)cc1)c1cc2ccccc2o1,2,-3,-1%,-2%,27%,-4%,0%,-5,1%,11
O=Cc1ccc(Oc2ccc(F)cc2)nc1,-2,1,7%,2%,-15%,-3%,2%,·,-16%,9
Cc1cccc(C(=O)NC(C)c2ccc(-n3ccnc3)cc2)c1C (configuration not stated),·,·,·,0%,-4%,·,·,21,·,-5
COc1ccc(N2CCN(CCC(O)c3ccc4ccccc4c3)CC2)cc1 (configuration not stated),2,0,-9%,-3%,10%,-4%,·,-103*,-1%,?
O=[N+]([O-])c1cccc(-c2ncc3ccccn23)c1,8,-1,-1%,-2%,-16%,17%,0%,8,?,-1
O=C(C1CCN(S(=O)(=O)c2cccc3cccnc23)CC1)N1CCN(C2CCCC2)CC1,-3,-1,7%,·,·,11%,·,·,-11%,·
O=C(N/N=C/c1cc(Br)ccc1O)C(=O)Nc1ccccc1OC(F)(F)C(F)F,6,5,6%,-2%,-18%,?,-2%,8,1%,-263*
CN(Cc1ccccc1)C(=O)COC(=O)c1cc([N+](=O)[O-])ccc1N1CCOCC1,2,·,0%,-3%,-15%,·,·,1,·,0
CC(C)[C@H](NC(=O)c1ccco1)C(=O)N(C)Cc1ccc(C(F)(F)F)cc1,21,-3,11%,-2%,12%,-2%,-1%,-2,7%,-1
Cc1cc(C(=O)N/N=C/C=C/c2ccccc2[N+](=O)[O-])c(C)o1,-1,-1,?,-6%,0%,18%,-1%,2,?,1
COc1ccc(-c2cc(C(F)(F)F)nc(N3CCCCCC3)n2)cc1,9,-1,11%,23%,14%,-9%,0%,-3,-3%,-2
CC(C)CC1=NN2C(=N)/C(=C\c3coc4ccccc4c3=O)C(=O)N=C2S1,8,5,-5%,10%,25%,?,-6%,-8,19%,-3
Cc1onc(-c2ccccc2)c1C(=O)/C=C/N(C)C,1,4,-1%,-2%,16%,-2%,-2%,4,·,-3
CC(C)OP(=O)(OC(C)C)C(Nc1ccccc1)c1cccc([N+](=O)[O-])c1 (configuration not stated),21,0,12%,-2%,4%,8%,-3%,14,6%,16
COc1ccccc1N1CCN(C(=O)CN(c2cc(C)cc(C)c2)S(C)(=O)=O)CC1,-3,2,8%,1%,-6%,4%,4%,-17,-9%,-3
O=C(N/N=C/c1ccc(OC(=O)c2ccco2)cc1)c1ccncc1,2,1,-5%,-2%,22%,38%[activator],-5%,-2,10%,-10
O=C(Nc1cc(Cl)ccc1-n1cncn1)c1ccc(Br)o1,2,·,-3%,3%,-28%,·,·,15,·,-6
CCCCC1CCc2[nH]nc(C(=O)O)c2C1 (configuration not stated),1,·,13%,2%,6%,·,·,?,·,-8
CCN1CCN(c2nc(S(=O)(=O)c3ccc(C)cc3)c(Cl)s2)CC1,2,1,-5%,8%,?,13%,-2%,3,0%,25
